PAX8 inh HTS: PAX8 transcriptional activity inhibition; 1.2% of 360,000 active; RMG-I TPO-luciferase reporter, SteadyGlo, 24 h; inhibition, % at 12.6 µM; AID 652154;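 active = mean replicate inhibition at least 60% with every replicate also reaching 60%; inconclusive = only one of the two criteria is met; inactive = mean below 60% and not all replicates reaching 60%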;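 note: luciferase light reporting Pax8 driven TPO promoter activity; plate controls were median of neutral control wells for no effect and mitoxantrone controls for full effect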
FN deposit inh: fibronectin deposition inhibition; AH1F fibroblasts, Alexa488-fibronectin deposition fluorescence, overnight; AID 743247; 0.086% of 350,000 active; inhibition, % at 12.6 µM;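 active = mean inhibition across replicates of 30% or more, regardless of how many single replicates reach that level; inconclusive = mean under 30% yet at least half of replicates reach 30%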;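 note: positive control wells lacked labelled fibronectin entirely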
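Material: AH1F fibroblast monolayer depositing Alexa488-labelled fibronectin into matrix / Amount: 10000 AH1F cells per well / Signal: fluorescence 485/525 nm / Medium: DMEM, 2% serum / Compound: single dose, pinned / Incubation: 1 h cell adhesion before compound, then overnight fibronectin incubation / Reagent: Alexa488-FN, 24 nM final / Read-out: inhibition of fibronectin deposition signal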
miR-122 sensor: inhibitors of miR-122 in Huh7 cells; Huh7 miR-122 Renilla luciferase sensor, 48 h; neutral wells = 0, positive control = 100; activation (reporter increase), % at 12.5 µM; 0.3% of 340,000 active;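 active = mean replicate activation score at least 90 and every replicate individually at or above 90; inconclusive = only one of the two criteria met; inactive = neither criterion met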;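 note: higher luciferase means less miR-122 activity so hits act as miR-122 inhibitors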
CFTR F508del cor: CFTR F508del correction in bronchial cells; 0.36% of 350,000 active; activity (quench increase), % at 7.58 µM; AID 720511; CFBE cells, YFP halide quenching; stimulated with forskolin plus potentiator P3; % fluorescence drop versus neutral controls;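 active = mean added fluorescence quench of at least 8% versus neutral control, with both replicates also reaching 8%; inconclusive = only one of the mean or replicate conditions met; inactive = mean below 8% and not both replicates reaching 8%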;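 note: cells transiently co-express mutant CFTR-F508del with the halide-sensitive YFP; corrector assay measuring rescue of mutant channel to the surface after 24 h compound exposure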
EWS-Fli block: inhibitors of EWS/Fli oncoprotein transcriptional activity. A673 NR0B1-luciferase reporter, viability-normalised. inhibition, % at 12.6 µM. 0.67% of 350,000 active. AID 651661;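 active = mean inhibition of at least 50% after viability correction, with every replicate also passing that limit; inconclusive = mean reaches 50% but only one of two replicates passes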;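 note: firefly luciferase signal divided by Alamar Blue viability fluorescence both relative to DMSO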
DENV2 CPE: inhibitors of DENV2 cytopathic effect. DENV2-infected cells, cytopathic effect rescue, plate reader. CPE inhibition, % at 9.99 µM. 1.7% of 350,000 active. AID 651640; in the data active = CPE inhibition above about 20%, passing the limit was not always enough; inconclusive = no clear call, values can overlap the other calls; tested in BHK-21 cells;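 note: 0% = median of neutral control wells and 100% = median of positive control wells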
INS-1E GSIS act: primary screen for activators of insulin secretion dependent on glucose, INS-1E cells, GLuc reporter luminescence | INS-1E GLuc reporter insulin secretion, 2-3 h | activation, % at 16.6 µM | 0.61% of 370,000 active | AID 743287;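 active = lowest replicate activation of at least 40%, so every replicate reaches that level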;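 note: 0% = median of neutral control wells and 100% = median of IBMX positive control wells; some compounds called inactive have numbers as strong as hits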
* = called active by the depositor; ? = inconclusive; . = no result given; [ ] = remark or other dose.

smiles	PAX8 inh HTS	FN deposit inh	miR-122 sensor	CFTR F508del cor	EWS-Fli block	DENV2 CPE	INS-1E GSIS act
COc1ccc(S(=O)(=O)Oc2ccc3c(c2)O/C(=C\c2cccnc2)C3=O)cc1	.	.	-2	0.0	7	-4	14
C[C@H](CO)N1C[C@H](C)[C@H](CN(C)S(C)(=O)=O)OCc2ccccc2-c2ccccc2C1=O	-14	7	.	-2.7	-14	1	13
COc1ccc(S(=O)(=O)N2CCOCC2)cc1NC(=O)CSc1ccccc1	5	5	-8	4.2	6	1	15
COc1ccc(/C=C(\NC(=O)c2ccc(C)cc2)C(=O)NCCCN2CCOCC2)cc1OC	-5	-2	-6	-2.6	-6	1	-1
O=C(C[C@H]1CC[C@H](NC(=O)C2CCOCC2)[C@H](CO)O1)NCC1CC1	1	.	.	1.6	.	-2	13
COCCN1CCN(Cc2cn[nH]c2-c2cc3ccccc3o2)CC1	13	5	-1	1.3	-4	.	10
Cc1noc(C)c1S(=O)(=O)Nc1ccc2c(c1)CC(=O)N([C@@H](C)CO)C[C@@H](C)[C@H](CN(C)S(=O)(=O)c1c(C)noc1C)O2	-24	.	0[16.7 µM]	3.0	-3	2	-3
C[C@]12c3[nH]c4cc(-c5ccco5)ccc4c3CCN1C(=O)[C@@H](CC(=O)NCc1cccc(C(F)(F)F)c1)C[C@@H]2C(=O)N1CCOCC1	29	-1	-3	2.4	6	4	-14
CCn1c2ccccc2c2cc(NC(=O)COC(=O)c3cc(S(=O)(=O)N4CCCCC4)ccc3Cl)ccc21	9	-2	.	.	-30	-4	6
O=C(COC(=O)c1cccnc1)Nc1ccc(F)cc1	11	-13	-17	.	.	.	.
O=C(NCc1cccnc1)/C(=C/c1ccc(Cl)cc1)NC(=O)c1ccccc1	-4	-7	0	-2.5	3	-4	-5
CNC[C@H]1Oc2cc(-c3ccccc3F)ccc2S(=O)(=O)N([C@@H](C)CO)C[C@H]1C	22	-1	2[16.7 µM]	-2.4	-11	-2	-10
CN1CCN(Cc2nc3c(c(=O)[nH]c(=O)n3C)n2Cc2c(F)cccc2Cl)CC1	16	-5	1	-3.4	-8	6	-4
C[C@@H]1CCCCO[C@H](CN(C)S(=O)(=O)c2ccc(Cl)cc2)[C@H](C)CN([C@@H](C)CO)C(=O)c2cc(N(C)C)ccc2O1	77*	.	-5[16.7 µM]	-1.5	-1	-10	-7
CC(C)(C)NS(=O)(=O)c1ccc(OCC(=O)NCc2ccco2)cc1	12	4	.	-3.7	9	1	6
O=S(=O)(N[C@@H]1CCCN(Cc2ccc(OCCO)cc2)C1)c1ccc2ccccc2c1	2	.	.	2.9	-10	0	.
C[C@H](CO)N1C[C@H](C)[C@@H](CN(C)Cc2ccccc2)Oc2ccc(NS(=O)(=O)c3ccc(Cl)cc3)cc2CC1=O	38	.	-4[16.7 µM]	1.2	9	-10	-20
O=C(Cc1csc(-c2ccccc2)n1)NCc1ccccc1F	.	-3	.	-1.3	-6	-6	.
CC1CCCCC12NC(=O)N(CC(=O)Nc1cccc(S(=O)(=O)N3CCCCC3)c1)C2=O (stereo not given)	9	-1	-5	2.9	3	13	-31
S=C(Nc1cccc(Cl)c1)N1CCN(c2ccccn2)CC1	-21	-12	-3	-1.0	-17	-3	-5

Entries of single compounds from above. Values in the order: PAX8 inh HTS | FN deposit inh | miR-122 sensor | CFTR F508del cor | EWS-Fli block | DENV2 CPE | INS-1E GSIS act
Record of C[C@H](CO)N1C[C@H](C)[C@@H](CN(C)Cc2ccccc2)Oc2ccc(NS(=O)(=O)c3ccc(Cl)cc3)cc2CC1=O → 38 | . | -4[16.7 µM] | 1.2 | 9 | -10 | -20
Record of O=C(Cc1csc(-c2ccccc2)n1)NCc1ccccc1F → . | -3 | . | -1.3 | -6 | -6 | .

Next structures:
smiles	PAX8 inh HTS	FN deposit inh	miR-122 sensor	CFTR F508del cor	EWS-Fli block	DENV2 CPE	INS-1E GSIS act
CO[C@H]1CN(C)C(=O)c2ccc(NS(C)(=O)=O)cc2OC[C@H](C)N(Cc2cccnc2)C[C@@H]1C	.	-4	4[16.7 µM]	2.1	-9	-11	-8
COc1ccc2nc(N=Nc3ccc(O)c4ccccc34)sc2c1	15	8	.	.	5	-7	.
Cc1nn(CCCC(=O)Nc2cccnc2Cl)c(C)c1[N+](=O)[O-]	-17	4	-1	-1.7	-23	10	-3
CC(Sc1cccc[n+]1[O-])C(=O)Nc1ccc([N+](=O)[O-])cc1Cl (stereo not given)	13	-4	.	4.2	-6	2	-4
Cc1cccc(C)c1NC(=O)C(c1ccnc2ccccc12)n1c(=O)c(-c2ccccc2)nc2ccccc21 (stereo not given)	4	-4	.	4.8	-8	5	3
COc1cc(CNc2ccc3[nH]c(=O)[nH]c3c2)ccc1OCc1cccc(C)c1	-62	5	.	-1.2	-59	3	-17
C[C@H](NC(=O)C[C@H]1CC[C@@H]2[C@H](COc3ccc(NC(=O)C4CCOCC4)cc3C(=O)N2C)O1)c1ccccc1	-18	6	37[16.7 µM]	-1.3	1	-10	10
Cc1noc(C)c1S(=O)(=O)N(C)C[C@@H]1Oc2c(NS(=O)(=O)c3cn(C)cn3)cccc2C(=O)N([C@@H](C)CO)C[C@H]1C	.	-4	0[16.7 µM]	3.1	-3	-3	17
CCCC(=NCc1ccccc1)C1=C(O)C(C(=O)OC)C(C)(C)CC1=O (stereo not given)	.	.	1	4.3	20	.	0
NC(=O)C1CCN(C(=O)/C(=C/c2ccco2)NC(=O)c2ccccc2)CC1	3	17	-3	1.5	-3	-2	1
COc1ccc(C2C(C(=O)c3ccco3)=C(O)C(=O)N2CCc2ccccc2)cc1OC (stereo not given)	6	-8	-4	.	.	.	.
O=C1CCC([N+](=O)[O-])C(c2ccc(Cl)c([N+](=O)[O-])c2)N1 (stereo not given)	-10	14	.	-2.4	2	-3	11
O=C(CN1C(=O)/C(=C/c2ccc(Cl)cc2)SC1=S)NC1C=CS(=O)(=O)C1 (stereo not given)	6	6	-2	-0.5	.	2	1
CCOc1ccc(S(=O)(=O)N(C)CC(=O)NC2CCCC2)cc1	15	-6	-7	-2.7	4	.	-10
COC(=O)COc1ccc(C(C2C(=O)CC(C)(C)CC2=O)C2C(=O)CC(C)(C)CC2=O)cc1	-7	1	-3	-4.1	4	8	-7
O=C(Nc1c2c(nn1-c1ccccc1)CS(=O)(=O)C2)c1ccccc1Br	4	13	.	-3.4	-1	-4	-10
CCCN1C(=O)CC(c2ccco2)Sc2ccccc21 (stereo not given)	.	.	.	-1.9	-15	-1	8
CCOC(=O)C1(C)CCN1C(=O)c1cc(C)oc1C (stereo not given)	-6	-2	-4	-0.8	-12	-8	4
O=C(C[C@@H]1C[C@H]2c3cc(NC(=O)C4CCC4)ccc3O[C@H]2[C@H](CO)O1)NCc1ccccn1	10	.	-2[16.7 µM]	-1.8	4	16	10
CN(C)CC(=O)N1CC[C@@H]2[C@H]1c1cc(Br)ccc1N(C)[C@H]2CO	-3	-4	5[16.7 µM]	-0.2	-16	-18	21
CC(C)(C)[C@@H]1CCC(=O)N(CC[C@H](N=[N+]=[N-])c2ccccc2)CC1	-27	1	0	1.9	-21	19	4
O=C(Nc1ccc(Cl)cc1)c1ccc2ncsc2c1	-134	-12	-4	-4.4	-109	7	18
Fc1ccc(C2CCCN2Cc2nc(-c3cnccn3)no2)cc1 (stereo not given)	5	-9	.	2.5	0	2	2
Cc1ncc(CN2CCCC(C(=O)Nc3ccc(-c4cccc(F)c4)cc3)C2)s1 (stereo not given)	15	4	-1	-2.5	6	17	-67
COC(=O)c1ccc2nc(-c3ccco3)c(Cc3ccccc3C(F)(F)F)n2c1	15	-2	.	-0.6	2	?	-7
O=c1[nH]c2c(c(=O)[nH]1)OCN(Cc1ccccc1)C2	-12	.	.	4.0	-7	1	20
CCOC(=O)N1CCN(C(=O)COC(=O)c2cccc(S(C)(=O)=O)c2)CC1	-8	8	-3	0.7	0	?	3
N#CC1(Nc2ccc(-c3ccc(NC4(C#N)CCCC4)cc3)cc2)CCCC1	-21	.	.	4.5	14	-3	.
O=C(c1cccc(NS(=O)(=O)c2ccc(F)c(F)c2)c1)N1CCCCC1	-5	3	-5	-1.3	3	-1	-21
CCOC(=O)N1CCC(NC(=O)CCS(=O)(=O)c2ccc3c(c2)CCN3C(=O)CC)CC1	-12	8	-7	.	.	.	.
COc1cccc(C(=O)Nc2ccc3c(c2)C(=O)N(CC2CCCO2)C3=O)c1 (stereo not given)	-85	13	.	-3.0	.	8	10
CC1OC(C)(C)OC1C1CNc2nc(NC(=O)C(C)(C)C)[nH]c(=O)c2N1C(=O)c1cccnc1 (stereo not given)	2	1	-2	.	.	.	-1
O=C(C[C@@H]1C[C@H]2c3cc(NC(=O)C4CCOCC4)ccc3O[C@H]2[C@@H](CO)O1)NCCc1ccccc1	6	1	0[16.7 µM]	-1.9	-4	7	-1
C/C=C/c1ccc2c(c1)O[C@@H](CN(C)C(=O)C1CCCCC1)[C@H](C)CN([C@@H](C)CO)S2(=O)=O	-8	.	.	1.1	-3	0	-27
CN(C)C(=O)C[C@H]1CC[C@H]2[C@@H](COC[C@@H](O)CN2CC2CCCC2)O1	-10	-6	-2[16.7 µM]	0.8	11	8	14
Cc1c(NC(=O)C(C)OC(=O)C23CC4CC(CC(Br)(C4)C2)C3)c(=O)n(-c2ccccc2)n1C (stereo not given)	16	-4	.	0.1	2	.	-15
COc1ccccc1N1CC(C(=O)OCC(=O)c2ccc(F)cc2)CC1=O (stereo not given)	-104	-1	-4	.	.	.	.
CC1C(=O)N(Cc2cn(CCC3OCCO3)nn2)CCS(=O)(=O)N1Cc1ccc(-c2ccccc2)cc1 (stereo not given)	5	-3	-6	1.2	-1	-5	.
COc1ccc(CN2C(=O)c3c(c(C)n(C)c3C)C2C(=O)NC2CCC(C)CC2)cc1 (stereo not given)	20	-7	-5	-5.0	0	1	-24
CC(C)NC(=O)N(C)C[C@@H]1OCCCC[C@@H](C)Oc2ccc(NC(=O)Cc3ccccc3)cc2C(=O)N([C@H](C)CO)C[C@@H]1C	-16	5	3[16.7 µM]	-3.2	.	-1	48
CCOc1ccc(NC(=O)c2ccc(CNc3c(N4CCCC4)c(=O)c3=O)cc2)cc1	-17	0	-8	0.5	-7	9	0
CN(C)C(=O)c1cccc(-c2ccc3c(c2)[C@@H]2[C@@H](CCN2C(=O)c2ccncc2)[C@@H](CO)N3C)c1	-39	-3	0[16.7 µM]	-2.1	-14	-7	12
C[C@@H]1CN([C@H](C)CO)C(=O)c2cc(C#Cc3ccccc3F)cnc2O[C@@H]1CN(C)C(=O)C1CC1	.	.	-7[16.7 µM]	3.1	-14	14	-4
O=C(C[C@H]1C[C@H]2c3cc(NC(=O)NC4CCCC4)ccc3O[C@H]2[C@H](CO)O1)NCc1cc(F)ccc1F	6	-6	5[16.7 µM]	-0.3	7	-1	3
CCc1ccc(NC(=O)C(C)Sc2nc(-c3ccco3)c(C#N)c(=O)[nH]2)cc1 (stereo not given)	-12	-9	-1	0.1	-13	2	-9
CCc1ccccc1N/N=C(/C)c1c(O)cc(C)oc1=O	14	2	.	0.3	-2	.	-13
Cc1cc(Cl)ccc1C(O)c1ncc(-c2ccccc2Cl)[nH]1 (stereo not given)	7	-9	61	-5.1	-12	1	.
O=C(NCCc1ccccc1F)C1CC(=O)N(c2ccccc2)C1 (stereo not given)	2	4	-8	-3.3	.	0	5
